NPY Y2 blocker – antagonists of human neuropeptide Y receptor Y2; 0.99% of 140,000 active; NPY-Y2 expressing cells, antagonist mode; inhibition, % at 2.7 µM; P49146; in the data active = inhibition above about 17%;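 note: 0% = vehicle with agonist challenge and 100% = reference antagonist with challenge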
Target sequence (P49146 whole entry, looked up): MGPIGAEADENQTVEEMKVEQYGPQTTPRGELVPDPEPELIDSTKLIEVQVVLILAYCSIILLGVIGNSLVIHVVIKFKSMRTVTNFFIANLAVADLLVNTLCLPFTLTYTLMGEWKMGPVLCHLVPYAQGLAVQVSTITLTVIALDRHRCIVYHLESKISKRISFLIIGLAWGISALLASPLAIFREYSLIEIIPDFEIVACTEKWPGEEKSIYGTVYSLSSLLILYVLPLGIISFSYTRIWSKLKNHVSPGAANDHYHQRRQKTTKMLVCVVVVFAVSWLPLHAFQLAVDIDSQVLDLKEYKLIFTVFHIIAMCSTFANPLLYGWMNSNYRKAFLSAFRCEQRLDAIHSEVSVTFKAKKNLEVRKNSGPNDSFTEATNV
Phagocyt inh – macrophage phagocytosis inhibition. AID 1029. 0.07% of 110,000 active. inhibition, % at 5 µM. J774A.1 macrophage IgG-bead phagocytosis, imaging;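 active = inhibition above the mean of the plate negative controls plus 5 SD, cut at about 13% in these data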;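 note: phagocytic index as fraction of beads internalized from green versus red external bead signal; plate controls were DMSO negative control for no effect and cytochalasin-D positive control for full effect; some results beyond the cut were filed as inactive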
HCT116 bCat-KO – beta-catenin-lacking colon tumor cell growth suppression; HCT116 beta-catenin knockout viability, CellTiter-Glo, 60 h; stronger effect = lower value; viability, % at 10 µM; 1.5% of 140,000 active; AID 818;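 active = viability at or under a set limit, the compound median less 4 SD, cut at about 6% in these data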;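 note: 0% = Hyamine 1622 control at 20 µM and 100% = untreated cell control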
Measles CPE – protection of cells from measles virus | protection (pct of control), % at 4 µM | AID 841 | 1.5% of 140,000 active | Measles virus-infected cells, CPE protection, absorbance; in the data active = protection mostly above about 24%, no sharp cut-off; inactive = mostly below about 26%; note: some compounds called inactive have numbers as strong as hits
Yeast growth inh – reduces growth of yeast BB579 in restrictive medium. S. cerevisiae BB579 growth, OD615, 48 h. inhibition, % at 10 µM. 0.51% of 140,000 active;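 active = inhibition above a set limit, 3 SD over the mean compound inhibition, cut at about 44% in these data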; note: inactives centre near -24
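System: Saccharomyces cerevisiae DeaD strain BB579, replicative lifespan model yeast | Buffer or medium: Restrictive glucose-based CSMM-D medium | Times: 4 h preincubation and 48 h exposure at 30 °C | Detection: OD615 turbidity measurement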
Yeast life ext – extends the lifespan of yeast. inhibition of the nicotinamide effect, % at 10 µM. S. cerevisiae growth with nicotinamide, OD615; deaD strain in restrictive glucose medium. 0.68% of 130,000 active;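 active = inhibition above a set limit, placed 3 SD over the median of all compounds, cut at about 26% in these data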;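 note: 0% = nicotinamide-treated wells and 100% = cells grown without nicotinamide; some compounds called inactive have numbers as strong as hits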
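assay system = DeaD-strain S. cerevisiae | buffer or medium = restrictive glucose medium | reagent = 1.5 mM nicotinamide | compound = 10 µM single point, 0.25% DMSO | incubation = 48 h compound exposure at 30 °C, humidified | signal = OD615 measurement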
HCT116 PTEN-null – growth suppressors of cells with PTEN tumor suppressor deletion; HCT116 PTEN-null viability, CellTiter-Glo, 60 h; stronger effect = lower value; viability, % at 10 µM; 1.2% of 140,000 active;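 active = viability at or below a set limit, 4 SD under the median of all tested compounds, cut at about 3.7% in these data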;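 note: PTEN knockout HCT116 line with beta catenin targeted HCT116 as companion control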
E-sel TNF inh – TNF alpha driven E-selectin expression inhibition | HUVEC TNFa-induced E-selectin immunofluorescence, high content | inhibition, % at 2 µM | 0.71% of 120,000 active;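 active = inhibition above the batch mean plus 3 SD, and confirmed as a hit on visual image review, cut at about 43% in these data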;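 note: 0% = TNF-stimulated DMSO wells and 100% = unstimulated control wells; not every result past the cut was called active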
MRP-1 activ – activates MRP-1; H69AR cells + doxorubicin, viability rescue, CellTiter-Glo; viability increase, % at 10 µM; 0.61% of 140,000 active;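 active = viability gain under doxorubicin at or above a set limit, the compound median plus 3 SD, cut at about 4.7% in these data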;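 note: MRP-1 overexpressing cells given doxorubicin 25 µM after compound pretreatment; 18-22 h compound pretreatment then 72 h with doxorubicin before readout; 0% = doxorubicin-only wells and 100% = vehicle-treated cells without doxorubicin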
GALR2 antag – GALR2 (human) receptor antagonism. O43603. GALR2-expressing cells, antagonist mode. inhibition, % at 4 µM. 0.39% of 140,000 active; in the data active = inhibition above about 27%;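 note: cells stimulated with galanin 1-16 at roughly its EC80; 0% = agonist challenge control and 100% = basal control without agonist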
Target sequence (O43603 whole entry, looked up): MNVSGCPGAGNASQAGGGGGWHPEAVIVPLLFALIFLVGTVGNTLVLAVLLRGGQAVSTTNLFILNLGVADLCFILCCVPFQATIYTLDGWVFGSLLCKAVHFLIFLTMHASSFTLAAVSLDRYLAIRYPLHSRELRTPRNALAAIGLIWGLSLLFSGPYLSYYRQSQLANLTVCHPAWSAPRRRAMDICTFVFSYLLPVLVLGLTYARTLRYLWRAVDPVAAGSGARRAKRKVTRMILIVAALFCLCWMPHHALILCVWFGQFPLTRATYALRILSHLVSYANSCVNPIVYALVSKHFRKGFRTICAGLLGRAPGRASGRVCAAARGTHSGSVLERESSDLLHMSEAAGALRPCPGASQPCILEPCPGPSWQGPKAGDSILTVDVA
Starred values were filed as active, the others as inactive; nt = not tested or not shown.

SMILES	NPY Y2 blocker	Phagocyt inh	HCT116 bCat-KO	Measles CPE	Yeast growth inh	Yeast life ext	HCT116 PTEN-null	E-sel TNF inh	MRP-1 activ	GALR2 antag
O=C(Nc1ccc(N2CCOCC2)c(Cl)c1)c1ccc(F)cc1	6	nt	84	3	-30	nt	91	-2	-0.4	4
Cc1ccccc1Cn1cc(S(=O)(=O)CC(=O)Nc2nccs2)c2ccccc21	14	nt	68	5	-36	-2	64	-18	-2.2	-14
Cn1c(=O)[nH]c(=O)c2c1nc(SCC(=O)O)n2CCc1ccccc1	-1	nt	94	28	-50	11	108	2	-0.1	2
Cc1nn(-c2cccc(C(F)(F)F)c2)c(Cl)c1/C=N/n1cnnc1	3	-2	85	5	-26	-7	81	nt	-4.1	3
COC(=O)c1ccc(NC(=S)NC2CC3CCC2C3)cc1 (configuration not stated)	0	0	88	5	-11	-2	86	nt	-4.5	-5
CC(CNCC1CCCO1)COc1ccccc1 (configuration not stated)	1	-1	87	7	-18	-8	86	9	-0.9	-6
Cc1ccc(NC(=S)NCc2cccs2)c(C)c1	4	0	80	25	-2	-13	93	-1	-2.2	-5
C1=C(c2ccccc2)CCN(c2nc3ccccc3n3cnnc23)C1	2	0	71	1	15	-11	74	-19	-3.8	11
CC1CC(=S)Nc2ccccc2N1Cc1ccccc1 (configuration not stated)	-1	-3	92	3	-5	1	88	nt	-0.9	7
CC(C)(C)c1ccc(C(=O)c2c[nH]c(C(=O)NCc3ccco3)c2)cc1	3	2	63	6	-15	-12	70	-13	-3.8	-6
Cc1nn(CC(=O)NCc2ccc(OC(C)C)cc2)c(=O)c2cc3occc3n12	5	1	74	7	-24	-4	76	nt	-4.2	5
CCOC(=O)Cn1c(CN(Cc2ccccc2)Cc2ccccc2)nc2c1c(=O)[nH]c(=O)n2C	4	nt	71	5	-48	2	68	-19	-4.7	-22
Cc1cc(C)nc(SCc2nnc(SCC#N)n2-c2cccc(Cl)c2)n1	1	0	113	4	-10	-16	97	-25	-0.2	2
CCCCn1cnc2c([nH]c3cc(OC)ccc32)c1=O	-1	nt	87	17	-8	-22	94	-14	-1.0	12
COc1cc([N+](=O)[O-])cc(/C=N/NC(=O)C(C)Nc2cccc(C)c2)c1O (configuration not stated)	1	nt	76	nt	19	-5	83	nt	-0.3	0
Cc1ccc(C(C)(C)C)cc1S(=O)(=O)Nc1cccc(S(=O)(=O)NC2=NCCC2)c1	1	nt	87	7	-19	-1	100	nt	-1.9	0
CCc1ccccc1N(CC(=O)N1CCN(c2ccc(F)cc2)CC1)S(C)(=O)=O	1	-1	81	9	-29	-8	87	nt	0.0	-5
COc1ccc(N2C(=O)C(Cl)=C(NCc3ccccc3)C2=O)cc1	5	-2	106	9	-60	-5	99	0	1.2	-3
CC1CCN(C(=S)Nc2ccc(F)cc2)CC1	-2	-6	101	15	-22	1	98	nt	1.0	0
CCCCN(C)C(=O)c1ccc2c(c1)N(CC)C(=O)c1ccccc1S2(=O)=O	2	0	85	3	-17	-2	99	-24	-3.2	18
O=c1c2ccccc2nc(N/N=C/c2ccc(O)cc2)n1O	1	0	91	1	-79	-14	85	nt	-0.4	3
COc1ccc(S(=O)(=O)N(C)CC(=O)NCc2ccco2)cc1	-1	nt	95	2	-27	-1	92	-13	-4.0	8
CCOc1ccc(/C=N/NC(=O)c2nnn(-c3nonc3N)c2-c2ccc(OCC)cc2)cc1	1	-2	87	5	-24	2	86	17	1.5	-4
COc1ccc(-c2nnc(SC(C)C(=O)NNC(=O)c3ccc(C)cc3)o2)cc1 (configuration not stated)	2	nt	85	9	-18	2	106	nt	4.4	-11
COc1ccc(S(=O)(=O)Nc2ccccc2OC)cc1NC(=O)CC1CC2CCC1C2 (configuration not stated)	0	nt	55	5	-31	4	63	nt	-1.1	12
Cc1sc(NC(=O)c2cccs2)c(C(=O)OC(C)C)c1C	4	nt	86	9	-54	nt	83	-28	0.9	11
CCCc1cc(N2CCN(c3ccccn3)CC2)n2nc(C)c(-c3ccccc3)c2n1	2	0	107	2	-34	-14	97	nt	-0.8	-10
CCCCc1nc(N2CCOCC2)c(C#N)c2c1COC(C)(C)C2	1	-1	78	8	-9	-19	79	-6	1.3	17
CCOC(=O)c1c(NC(=O)c2ccc(N3C(=O)[C@@H]4[C@H](C3=O)[C@H]3C=C[C@@H]4C3)cc2)sc2c1CC(C)CC2 (some centres not stated)	0	-6	71	5	-67	6	66	0	-1.5	-18
O=C(C1CCN(CCCc2ccccc2)CC1)N(CCc1ccccc1)Cc1ccccc1	36*	-2	18	4	-8	3	24	4	-4.9	-1
COc1ccccc1CNC(=O)COC(=O)c1n[nH]c2ccccc12	5	-1	88	9	-30	-3	93	26	-1.8	-19
Cc1ccc(F)cc1NC(=O)Cc1ncc(C(F)(F)F)cc1Cl	4	-2	96	4	-64	-12	88	nt	-2.8	3
COc1ccc(C2NC3=C(CCCC3)C(C#N)(C#N)C2(C#N)C#N)cc1 (configuration not stated)	1	0	51	5	-30	3	64	-10	-3.2	-2
CCOc1ccc2[nH]c(=O)c(CN(Cc3ccc(F)cc3)C(=O)c3ccco3)cc2c1	2	3	34	4	-68	-12	29	1	-6.0	8
COC(=O)c1ccc(NC(=O)c2ccc(F)cc2)o1	2	0	93	13	-20	-20	101	-17	2.5	-3
Clc1ccc(Oc2nc(Oc3ccc(Cl)cc3)nc(N3CCOCC3)n2)cc1	3	nt	47	20	-30	1	57	nt	0.5	-21
COc1cccc(/C=C/C(=O)Oc2ccc(C(=O)c3ccc(F)cc3)cc2)c1	3	-7	92	26	-21	3	96	8	0.8	1
O=C(NCCOc1ccccc1)C1CCCN1C(=O)c1cccs1 (configuration not stated)	2	nt	82	5	-11	-12	81	-24	-1.6	0
CC/C(=N/Nc1ccccc1)c1cnnc(-c2ccccc2)n1	2	nt	30	8	-39	nt	9	-35	-3.8	-9
CCOC(=O)c1c(CSc2ccccc2)n(C)c2cc(Br)c(OCC(O)CNC(CO)(CO)CO)cc12 (configuration not stated)	14	-3	1.5*	2	-43	-7	2.1*	-9	-5.2	7
CCOc1ccc(S(=O)(=O)Nc2cc(OC)c(OC)cc2C(=O)O)cc1	1	-1	98	10	-36	0	101	-11	0.2	0
Cc1ccc(Nc2cc(C)nc(N3CCOCC3)n2)cc1	6	-1	86	21	-1	-14	85	0	-3.0	6
O=C(CCn1nnc2ccccc21)Nc1nnc(COc2ccccc2F)s1	7	2	98	9	-5	4	91	4	3.1	0
O=c1[nH]ncc(NCCCO)c1Cl	3	nt	98	8	-5	nt	101	-28	-0.3	1
c1ccc2c(c1)nc1n2CCN1	-1	nt	95	9	-14	nt	97	-21	-1.4	-5
COc1ccc(CCNC(=O)c2ccc(N3CCCC3=O)cc2)cc1	-1	0	82	9	-19	-19	102	11	-1.5	-11
COc1cccc(-c2cc(C(=O)NCC3CCCO3)c3ccccc3n2)c1 (configuration not stated)	5	-1	82	14	-24	-4	105	-34	-2.1	-6
CCOC(=O)N1CCN(C(=O)c2cn(CC)c3cc(N4CCN(C)CC4)c(F)cc3c2=O)CC1	4	nt	91	18	-17	-4	85	nt	0.2	7

Structures listed above marked active in NPY Y2 blocker.
| canonical_smiles | NPY Y2 blocker | Phagocyt inh | Measles CPE | Yeast growth inh | Yeast life ext | E-sel TNF inh | GALR2 antag |
| --- | --- | --- | --- | --- | --- | --- | --- |
| O=C(C1CCN(CCCc2ccccc2)CC1)N(CCc1ccccc1)Cc1ccccc1 | 36* | -2 | 4 | -8 | 3 | 4 | -1 |

Next part.
SMILES	NPY Y2 blocker	Phagocyt inh	HCT116 bCat-KO	Measles CPE	Yeast growth inh	Yeast life ext	HCT116 PTEN-null	E-sel TNF inh	MRP-1 activ	GALR2 antag
Cc1cc(-c2c(C)[nH]n(-c3ccc(Cl)cc3)c2=O)n(-c2ccccc2)n1	1	1	98	13	-4	-15	97	-2	0.7	3
O=C(Nc1ccc(Cl)c(Cl)c1)Nc1nc(-c2ccccc2)cs1	-2	-6	49	6	-38	1	28	nt	-4.6	-15
Cc1nc2ncnn2c(N2CCN(C(=O)c3cccc(F)c3)CC2)c1Cc1ccccc1	3	0	82	10	-40	-11	75	-29	-1.7	-5
Cn1c(=O)c2c(ncn2CC(=O)OCC(=O)NCc2ccccc2Cl)n(C)c1=O	3	-3	102	3	-35	8	105	5	-1.9	-5
COc1ccc(-c2nc(C)sc2C)cc1	0	-2	101	5	-18	-7	108	2	0.8	-2
CCOC(=O)c1ccc(N2C(=O)CC(N3CCC(O)(c4ccc(Br)cc4)CC3)C2=O)cc1 (configuration not stated)	2	1	93	7	-67	-5	99	-13	-0.4	30*
COC(=O)CSc1ncccc1-c1nc2ccccc2[nH]1	3	nt	83	5	-27	33	99	-2	-1.6	7
CCn1c(SCC(=O)Nc2ccc(S(N)(=O)=O)cc2)nnc1-c1cccc(OC)c1	0	0	99	22	-1	-11	111	nt	-0.5	7
Cc1cc(C(F)F)n2nc(C(=O)Nc3ccccc3Br)nc2n1	3	0	104	21	-42	-11	91	-33	-1.6	-16
O=C(C1CCC1)N1CCc2cc(S(=O)(=O)NCCN3CCN(c4ccccc4F)CC3)ccc21	10	nt	57	6	6	-1	66	-5	-0.5	0
Cc1cccc(Nc2ncc3c(n2)CC(C)CC3=O)c1 (configuration not stated)	-1	-1	101	3	-28	-10	93	-27	0.2	0
Cc1ccc(NC(=O)CSc2nc(-c3ccco3)cc(C(F)(F)F)n2)cc1C	2	nt	29	4	-25	nt	26	-11	-5.3	-3
O=C(CSc1nnc(NC2CCCCC2)s1)Nc1ccc(N2CCOCC2)cc1	2	nt	101	5	-18	-19	88	14	-4.0	-7
CC(CNC(=O)C1CCCCC1C(=O)O)c1ccccc1 (configuration not stated)	-2	2	94	8	-33	-2	101	-5	0.3	11
COc1ccccc1N1CCN(C(=O)N2CCOCC2)CC1	1	1	105	5	-6	-19	107	0	-3.0	-4
COc1ccc(N=c2oc3c(OC)cccc3cc2C(=O)NCc2ccco2)c(OC)c1	4	0	1.8*	2	-59	1	4	nt	-3.4	-3
CCOc1ccccc1/C=c1\sc2ncnn2c1=O	4	nt	97	21	-43	49*	114	-6	-0.8	7
CC(=O)Nc1ccc(S(=O)(=O)N2CCN(C(C)CCc3ccccc3)CC2)cc1 (configuration not stated)	1	-1	88	9	-44	-8	107	15	-1.1	-15
Cc1ccc2c(c1)-c1c(ssc1=S)C(C)(C)N2C(=O)c1ccco1	1	nt	66	5	-35	nt	57	15	-4.2	8
Oc1c(Br)cc(C2N=C(c3ccccc3)NO2)cc1Br (configuration not stated)	10	nt	95	8	-54	8	84	-30	-0.9	-1
CCOC(=O)/C(N=Nc1sc(C(=O)OC)c(C)c1C(=O)OCC)=C(\O)CCl	3	-6	91	4	-36	-4	97	nt	1.6	6
CCN1CCN(C(=O)C2CCN(Cc3nc(-c4cccc(Cl)c4)oc3C)CC2)CC1	7	nt	12	6	9	-6	35	nt	-4.7	0
CC1CCCN(Cc2cccc(Oc3ccccc3)c2)C1 (configuration not stated)	13	nt	77	7	-34	-2	80	6	-1.9	-1

Assay outcomes: PubChem BioAssay, several laboratories
